PPC-1+TRAIL kill = PPC-1 cancer cell killing with TRAIL present; actives 0.41% (n = 220,000); PPC-1 cells + TRAIL, ATPLite viability luminescence; cell killing (% activity), % at 4 µM; AID 1443;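 active = cell killing above 50% in the first pass at 4 µM, then a duplicate retest at 5 µM averaging 50% or more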;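 note: plate controls were cells with TRAIL plus DMSO for no effect and medium-only wells lacking cells for full effect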
Ba/F3 V617F tox = lowers viability of Ba/F3 cells expressing EpoR and JAK2V617F. ATP luminescence. inhibition, % at 5.6 µM. actives 1.1% (n = 220,000);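 active = inhibition above the campaign mean plus 3 SD over all tested compounds, cut at about 24% in these data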;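 note: cytokine-independent growth of Ba/F3 cells driven by EpoR plus mutant JAK2; 0% = DMSO-treated cells and 100% = JAK inhibitor I control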
TRPML3 ag = activates the human TRPML3 channel; actives 0.29% (n = 220,000); Q8TDD5; AID 1448; HEK293 TRPML3-YFP, Fluo-8 calcium fluorescence; 100% = the carbachol control signal; activation, % at 3 µM;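 active = activation above its plate's cutoff, the mean activation of the plate's test wells plus 3 SD, cut at about 12% in these data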;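 note: 0% = DMSO only wells and 100% = carbachol wells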
Target sequence (Q8TDD5 whole entry, looked up): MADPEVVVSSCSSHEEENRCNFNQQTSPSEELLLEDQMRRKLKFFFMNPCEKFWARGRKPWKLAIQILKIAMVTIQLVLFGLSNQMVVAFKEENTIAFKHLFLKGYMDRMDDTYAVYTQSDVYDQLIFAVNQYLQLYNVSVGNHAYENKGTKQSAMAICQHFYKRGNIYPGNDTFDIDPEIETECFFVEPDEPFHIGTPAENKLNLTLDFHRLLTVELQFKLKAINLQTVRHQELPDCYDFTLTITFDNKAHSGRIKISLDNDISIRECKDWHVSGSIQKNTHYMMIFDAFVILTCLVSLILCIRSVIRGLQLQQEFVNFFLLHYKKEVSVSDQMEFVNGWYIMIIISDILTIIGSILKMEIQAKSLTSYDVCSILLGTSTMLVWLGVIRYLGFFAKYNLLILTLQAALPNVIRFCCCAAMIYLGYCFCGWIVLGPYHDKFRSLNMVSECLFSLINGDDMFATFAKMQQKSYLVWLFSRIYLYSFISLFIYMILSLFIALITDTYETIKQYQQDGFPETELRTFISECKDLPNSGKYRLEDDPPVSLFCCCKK
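Material: HEK293 cells stably carrying human TRPML3-YFP; compound dosing: single dose, 3 µM final nominal compound, 0.3% DMSO final; incubation: 1-h 37 °C dye load, 5-s basal, 120-s post-compound reads; technique: Fluo-8 intracellular calcium fluorescence, excitation 470-495 nm, emission 515-575 nm; read-out basis: percent activation from peak-to-basal fluorescence ratio, scaled between DMSO and carbachol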
zfTRPN1 agonist = agonists of zebrafish TRPN1 channel; activation, % at 3 µM; AID 1424; HEK293 zebrafish TRPN1-YFP, Fluo-8 calcium fluorescence; 100% = response to 87 µM carbachol; actives 0.18% (n = 220,000);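 active = activation above its plate's cutoff, the mean activation of test wells on that plate plus 3 SD, cut at about 19% in these data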;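 note: 0% = DMSO alone and 100% = 87 µM carbachol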
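Control set: carbachol 87 µM as high control, DMSO as low control; system: HEK293 stable line with zebrafish TRPN1-YFP; read-out: % activation versus carbachol response; detection: intracellular calcium fluorescence with Fluo-8; doses: single test compound dose, 3 µM nominal, 0.3% DMSO; schedule: dye 1 h 37 °C plus 30 min RT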
RBBP9 inh = blocks human serine hydrolase RBBP9. recombinant RBBP9, FP-Rh probe fluorescence polarization. inhibition, % at 7.94 µM. O75884. actives 0.2% (n = 220,000). AID 1515;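 active = inhibition above the campaign mean of all tested compounds plus 3 SD, cut at about 14% in these data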;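 note: plate controls were DMSO wells with RBBP9 for no effect and wells lacking RBBP9 protein for full effect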
Target sequence (O75884 whole entry, looked up): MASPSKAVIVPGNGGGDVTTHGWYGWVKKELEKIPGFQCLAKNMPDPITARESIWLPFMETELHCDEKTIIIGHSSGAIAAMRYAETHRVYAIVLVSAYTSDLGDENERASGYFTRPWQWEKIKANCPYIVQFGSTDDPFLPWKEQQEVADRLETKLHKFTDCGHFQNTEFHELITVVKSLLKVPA
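Test system: recombinant human RBBP9. Quantity: 2.5 µM RBBP9 dispensing solution, before mixing. Detection: FP readout at 525/598 nm. Reagent: Serine-hydrolase probe FP-Rh, 375 nM pre-mixing. Measure: % inhibition. Control set: DMSO-treated enzyme wells and wells lacking RBBP9. Buffer or medium: Tris-NaCl-Pluronic buffer, pH 8.0. Times: preincubation 30 min plus labeling 45 min at 25 °C.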
Wee1 stabilizer = inhibitors of human Wee1 degradation; P30291; HeLa Luc-Wee1K328M stability, luciferase luminescence; 100% = proteasome inhibitor MG132 effect; reporter increase, % at 5 µM; actives 1.2% (n = 220,000); AID 1321;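 active = activation above the mean of all tested compounds plus 3 SD, set per screening run, cut at about 8.8% in these data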;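 note: cells exposed to compound for 20 h before luminescence read; 0% = DMSO alone and 100% = MG132 at 30 µM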
CHOP inh = inhibitors of CHOP induction in ER stress response; AID 2732; actives 3.8% (n = 220,000); CHO-K1 CHOP-promoter luciferase, tunicamycin-induced, 15-18 h; inhibition, % at 10 µM;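 active = compounds that reduced the stress-induced luciferase reporter signal by more than about 70% of percent inhibition, limit read from the data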;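 note: 0% = tunicamycin plus vehicle and 100% = wells without tunicamycin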
TNF necrop inh = inhibitors of TNF-alpha induced necroptosis in Jurkat FADD-/- cells; Jurkat FADD-/- TNF necroptosis rescue, ATP luminescence, 24 h; 0 = TNF only, 100 = no-TNF cells; activation (protection from cell death), % at 10 µM; actives 0.068% (n = 220,000);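 active = activation, meaning protection from cell death, of at least 50% relative to plate controls; inactive = activation below 50%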;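 note: necroptosis triggered by 40 ng/mL TNF-alpha added together with compound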
BaF3 tox = counter-screen for JAK2V617F inhibitors: parental Ba/F3 viability inhibitors; CellTiter-Glo ATP luminescence; inhibition, % at 5.6 µM; actives 1.1% (n = 220,000);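 active = inhibition above a per-campaign cutoff, the mean inhibition of all tested compounds plus 3 SD, cut at about 27% in these data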;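 note: 0% = DMSO wells and 100% = JAK Inhibitor I control wells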
* hit, by the source's call; [ ] = another dose, or the depositor's remark.

SMILES	PPC-1+TRAIL kill	Ba/F3 V617F tox	TRPML3 ag	zfTRPN1 agonist	RBBP9 inh	Wee1 stabilizer	CHOP inh	TNF necrop inh	BaF3 tox
O=C(CN1C2=NCCCN2c2ccccc21)c1ccc(Br)s1	9	5	0.8	0.9	-10	0	45	-3.9	7
COc1ccc(/C=N/NS(=O)(=O)c2ccc(C)cc2)cc1OC(=O)c1ccc(C)cc1	9	-7	-0.1	-1.2	-3	2	5	1.7	-1
COc1ccc(NC(=O)C2C3C=CC(C3)C2C(=O)NCc2ccco2)cc1 (centres undefined)	6	0	0.4	0.2	-5	-1	10	2.8	5
O=C(Nc1ccccc1)Nc1cccn(Cc2c(F)cccc2Cl)c1=O	7	-1	2.9	2.6	-10	-4	4	13	2
Cc1csc(C(C#N)C(=O)c2ccc(S(=O)(=O)N3CCCC3)cc2)n1 (centres undefined)	15	-3	0.8	1.4	-10	-3	35	-0.1	0
O=S1(=O)N=C(Nc2nc3c(s2)CCCC3)c2ccccc21	60*[5 µM]	2	0.1	0.5	-8	4	-74	-1.3	3
Cc1nn(C(CC(=O)O)C(=O)O)c(C)c1Br (centres undefined)	-10	-2	0.8	-1.6	-8	-2	15	0.4	0
CN(C)/C=C/C(=O)Oc1ccc(Cl)cc1Cl	43	-1	0.6	0.1	-4	-1	-3	-0.4	4
Cc1ccsc1/C=N/Nc1nc(=O)[nH]nc1C	13	14	0.6	-0.9	-10	-2	9	-14	13
O=C(O)CN1C(=O)C2C3CC(C2C1=O)C1C(c2ccc(Cl)cc2)c2sc(=O)[nH]c2SC31 (centres undefined)	12	-3	0.1	-0.9	1	3	5	0.0	-5
Cc1ccc(-c2nc3ccccc3[nH]2)cc1NC(=O)c1sc2ccccc2c1Cl	-1	-3	0.2	-1.0	-4	1	-19	-11	1
O=C(OCC(=O)N1CCCc2ccccc21)c1cccnc1Cl	-13	-4	0.3	-2.1	-7	-1	-9	-0.6	2
O=C(O)C1=C[C@@H](c2coc3ccccc3c2=O)C[C@@H](OCc2ccc(CO)cc2)O1	9	-3	0.3	1.3	-1	2	31	0.0	1
CCCc1cc(=O)n2[nH]c(-c3ccc(OC)cc3)nc2n1	-7	-4	0.9	0.4	-3	-4	-36	-0.8	2
CC(NS(=O)(=O)c1ccc(Cl)cc1)C(c1cccs1)N1CCN(C)CC1 (centres undefined)	2	-2	0.1	-0.2	5	-1	2	1.7	0
COc1ccc(/C(C)=N\n2cnnc2)cc1	18	-3	0.5	1.6	4	-3	0	1.6	6
N#CCSc1nc2ccccc2c2nc3ccccc3n12	21	63*	0.5	1.1	-7	-1	55	-5.1	49*
CCOC(=O)c1ccc(S(=O)(=O)N2CCN(CC(=O)NC(=O)NC(C)(C)C)CC2)cc1	9	-1	0.8	0.0	-5	-2	21	-0.1	4
O=C(CCc1ccccc1)Nc1nc2ccc(S(=O)(=O)N3CCOCC3)cc2s1	8	-5	0.1	-0.5	-1	-1	22	0.8	1
COc1ccc(C)cc1NC(=O)CCCN1C(=O)CCC1=O	16	-3	0.9	0.3	0	0	11	1.1	2
Cc1nc(SCC(N)=O)c([N+](=O)[O-])[nH]1	3	-3	0.0	1.4	-2	-2	-14	0.2	0
O=C(Nc1ccc2nn(-c3ccccc3)nc2c1)c1cccnc1	18	-4	2.1	8.0	-4	1	1	-1.7	2
CCOC(=O)c1ccc(N/C(=N\S(=O)(=O)c2ccccc2C)c2ccccc2)cc1	6	0	-0.2	-1.5	-14	-1	22	-3.1	9
COc1cc(/C=N/NC(=O)Cc2cccs2)c([N+](=O)[O-])cc1OC	33	1	-0.7	-0.1	-1	1	25	1.2	7

Gathered by group: the compounds so far containing an aryl thioether with sulfur outside any ring
SMILES	PPC-1+TRAIL kill	Ba/F3 V617F tox	TRPML3 ag	zfTRPN1 agonist	RBBP9 inh	Wee1 stabilizer	CHOP inh	TNF necrop inh	BaF3 tox
N#CCSc1nc2ccccc2c2nc3ccccc3n12	21	63*	0.5	1.1	-7	-1	55	-5.1	49*
Cc1nc(SCC(N)=O)c([N+](=O)[O-])[nH]1	3	-3	0.0	1.4	-2	-2	-14	0.2	0

Continued.
SMILES	PPC-1+TRAIL kill	Ba/F3 V617F tox	TRPML3 ag	zfTRPN1 agonist	RBBP9 inh	Wee1 stabilizer	CHOP inh	TNF necrop inh	BaF3 tox
Cc1ccc(OCC(=O)NC(=S)Nc2ccc(Br)cn2)cc1C	4	-1	0.7	1.2	-5	-4	39	-1.3	8
COc1cc(C#N)c(NC(=O)CN2CCN(CCO)CC2)cc1OC	22	-4	0.8	0.3	-1	-3	-22	-2.2	0
CSC1=N/C(=C\c2ccc(C)o2)C(=O)S1	23	0	0.0	-0.2	-8	-3	41	-7.7	1
Cc1cc(NC(=O)c2ccc(N3CCCC3)c([N+](=O)[O-])c2)no1	8	4	-0.4	0.0	-10	-1	12	1.0	6
CCN(CC)CCNC(=O)Cn1ncc2ccccc2c1=O	3	-1	1.0	0.3	-11	3	-10	1.3	-2
Cc1sc(NC(=O)C2CC=CCC2C(=O)O)c(C(=O)OC(C)C)c1C (centres undefined)	18	3	0.1	-0.8	-5	-1	-13	1.0	2
O=C(c1ccccc1)c1nn(-c2ccc(Cl)cc2)cc1C(=O)c1cc2ccccc2oc1=O	-14	2	0.5	-0.1	3	2	5	-20	4
COc1ccccc1S(=O)(=O)Cc1ccc(C(=O)NC(C)c2ccc3c(c2)OCCO3)o1 (centres undefined)	5	3	0.5	3.6	-6	1	19	-2.9	3
COc1cc(OC)cc(C(=O)NCCOC23CC4CC(CC(C4)C2)C3)c1	13	2	-0.5	-0.6	-2	9.4*	15	2.8	13
COc1ccc(S(=O)(=O)NC2CC(C)(C)NC(C)(C)C2)c(C)c1C	-7	0	0.1	-0.1	0	3	3	-0.4	8
O=C1c2ccccc2NC(c2cnc3ccccc3n2)N1O (centres undefined)	13	1	-0.4	0.9	-2	7	-32	0.7	5
N#Cc1c(N)c(C(=O)c2ccccc2)n2c1CCC2	10	-4	-1.3	-0.1	-4	-2	15	-0.9	1

5 entries from above, sorted by the number in Wee1 stabilizer, smallest number first.
compound	Wee1 stabilizer
Cc1ccc(OCC(=O)NC(=S)Nc2ccc(Br)cn2)cc1C	-4
COc1cc(C#N)c(NC(=O)CN2CCN(CCO)CC2)cc1OC	-3
N#Cc1c(N)c(C(=O)c2ccccc2)n2c1CCC2	-2
Cc1cc(NC(=O)c2ccc(N3CCCC3)c([N+](=O)[O-])c2)no1	-1
CCN(CC)CCNC(=O)Cn1ncc2ccccc2c1=O	3

Remaining list, next part
SMILES	PPC-1+TRAIL kill	Ba/F3 V617F tox	TRPML3 ag	zfTRPN1 agonist	RBBP9 inh	Wee1 stabilizer	CHOP inh	TNF necrop inh	BaF3 tox
CCOCc1nnc(NC(=O)c2ccc(OC)cc2)s1	21	-1	0.8	1.4	0	3	-16	-0.4	-1
COc1ccc(C(=O)NNC(=O)c2ccc(S(=O)(=O)N3CCOCC3)cc2)cc1	39	-2	0.3	0.9	-9	-2	40	-0.3	5
COc1cccc(C(=O)Nc2ccc(F)c(F)c2F)c1	8	-3	-0.1	0.5	-5	-2	4	0.5	-2
Oc1ccccc1C1CC(c2cccs2)=NC(c2cccc(Br)c2)N1 (centres undefined)	13	1	1.2	-0.7	-7	-1	17	1.0	2
CCCCNS(=O)(=O)c1ccc2nc(-c3cccnc3)cc(C(=O)NCCCOCC)c2c1	21	-1	0.9	0.5	-9	1	7	0.0	4
O=C(Nc1ncc(Cc2cccc(Cl)c2)s1)C1CCCO1 (centres undefined)	0	3	-1.4	-1.4	-6	-2	14	1.2	6
COC(=O)[C@H](CCSC)NC(=O)Nc1ccc(C)cc1	2	-1	0.7	0.6	-11	-2	20	-1.0	0
COc1cc(S(=O)(=O)N2CCCC3(CCCCC3)C2)ccc1-n1cnnn1	11	-3	0.9	0.6	-4	-1	41	-0.4	-2
Cc1cc(Sc2nc(N)ncc2[N+](=O)[O-])ncn1	32	0	0.3	0.7	0	-1	106*	-15	4
Cc1ccc(C(=O)NNc2cc(=O)n(C)c(=O)n2C)cc1C	22	-2	0.7	0.4	-12	-5	5	1.2	1
Cc1cccc(NC(=O)CSc2nnc(-c3ccco3)c(-c3ccco3)n2)c1	12	0	0.4	0.1	0	-1	-10	-0.4	10

Fetched by compound from the list above, 2 records:
SMILES	PPC-1+TRAIL kill	Ba/F3 V617F tox	TRPML3 ag	zfTRPN1 agonist	RBBP9 inh	Wee1 stabilizer	CHOP inh	TNF necrop inh	BaF3 tox
COC(=O)[C@H](CCSC)NC(=O)Nc1ccc(C)cc1	2	-1	0.7	0.6	-11	-2	20	-1.0	0
COc1cccc(C(=O)Nc2ccc(F)c(F)c2F)c1	8	-3	-0.1	0.5	-5	-2	4	0.5	-2

Screening results deposited in PubChem BioAssay by several laboratories.
